5-HT1A blocker – blocks the human serotonin 5-HT1a receptor; P08908; inhibition, % at 10 µM; 62,000 tested, 0.68% active; CHO 5-HT1a Ga15 NFAT-bla reporter, antagonist mode; AID 612;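 active means inhibition above the mean of all tested compounds plus 3 SD, cut at about 43% in these data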;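 further: receptor stimulated by 5-CT agonist at 100 nM near EC80; beta-lactamase reporter measured by ratiometric fluorescence of a cleavable substrate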
HTR1E antagonist – antagonists of human 5-HT1E serotonin receptor. CHO 5-HT1E Ga15 NFAT-bla reporter, FRET, antagonist. inhibition, % at 6 µM. 65,000 tested, 0.99% active. AID 571;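 active means inhibition above a set limit, the mean inhibition across every tested compound plus 3 SD, cut at about 29% in these data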;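 further: signal is the 460 over 535 nm emission ratio of beta-lactamase substrate; 0% = agonist plus DMSO wells and 100% = wells without agonist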
MMP13 inh – MMP13 (human) collagenase inhibition | inhibition, % at 4 µM | AID 570 | 65,000 tested, 0.07% active | MMP-13 fTHP FRET cleavage, Mca fluorescence | P45452;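 active means inhibition above the mean of compound-free control plate wells plus 3 SD, cut at about 14% in these data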;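 further: 0% = DMSO wells and 100% = wells with reference MMP-13 inhibitor after basal subtraction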
SF-1 act – activators of human nuclear receptor SF-1 | CHO-K1 Gal4-SF-1 LBD luciferase reporter; % increase over DMSO SF-1-specific signal | activation, % at 10 µM | 65,000 tested, 1.9% active | AID 522;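 active means activation above the mean activation of all tested compounds plus 3 SD, cut at about 50% in these data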
Target sequence (Q13285 whole entry, looked up, the tested form may be a part): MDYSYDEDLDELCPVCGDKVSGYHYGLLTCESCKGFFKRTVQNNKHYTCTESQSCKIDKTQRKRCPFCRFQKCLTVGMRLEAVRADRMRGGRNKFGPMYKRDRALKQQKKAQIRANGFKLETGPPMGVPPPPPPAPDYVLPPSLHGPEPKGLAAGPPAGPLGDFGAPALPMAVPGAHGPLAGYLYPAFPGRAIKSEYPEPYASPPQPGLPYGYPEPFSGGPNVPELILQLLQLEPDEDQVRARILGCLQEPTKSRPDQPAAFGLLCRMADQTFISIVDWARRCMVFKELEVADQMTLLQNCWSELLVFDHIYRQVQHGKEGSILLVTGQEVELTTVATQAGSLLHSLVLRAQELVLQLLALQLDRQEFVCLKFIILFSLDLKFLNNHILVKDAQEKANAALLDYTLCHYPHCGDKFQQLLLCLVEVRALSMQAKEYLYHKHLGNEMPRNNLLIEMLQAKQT
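Material: Gal4–SF-1 LBD one-hybrid luciferase reporter in CHO-K1 cells | Amount: 4,000 cells per well | Compound dosing: 10 µM single point, 1% DMSO | Schedule: 20 h compound treatment, 37 °C | Measured by: SteadyLite luciferase luminescence | Evaluation: Percent activation versus DMSO | Control set: DMSO-treated SF-1-transfected cells as negative, DMSO-treated mock-transfected cells lacking SF-1 as background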
Ecoli tolC – E. coli tolC mutant growth inhibition; E. coli BW25113 tolC mutant growth, OD615; growth inhibition, % at 10 µM (by protocol); 65,000 tested, 2.2% active;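 active means growth inhibition at or above a cutoff equal to the mean over every tested compound plus 3 SD, cut at about 60% in these data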;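 further: growth measured after 20 h incubation at 37 °C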
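Test system – E. coli BW25113 ΔtolC::kan, tolC deletion mutant strain · Detection – OD at 615 nm · Buffer or medium – LB with kanamycin 50 µg/mL · Times – 20 h compound exposure of bacteria at 37 °C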
HTR1A agonist – agonists of human 5-HT1a serotonin receptor; CHO 5-HT1a Ga15 NFAT-bla reporter, FRET ratio; 0% basal, 100% maximal reference agonist; 65,000 tested, 0.56% active; activation, % at 10 µM; AID 567;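 active means activation above the screen-wide mean activation plus 3 SD, cut at about 19% in these data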;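 further: 0% = DMSO wells and 100% = 5-CT at EC100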
RORA act – RORA (human) activation; activation, % at 10 µM; CHO-K1 Gal4-RORA LBD luciferase reporter, luminescence; percent increase over mock-subtracted basal signal; 65,000 tested, 1.5% active; P35398;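 active means activation above the mean of all tested compounds plus 3 SD, cut at about 49% in these data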;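 further: 0% = DMSO-treated RORA cells and 100% = added signal equal to DMSO minus mock-transfected cells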
Target sequence (P35398 whole entry, looked up, the tested form may be a part): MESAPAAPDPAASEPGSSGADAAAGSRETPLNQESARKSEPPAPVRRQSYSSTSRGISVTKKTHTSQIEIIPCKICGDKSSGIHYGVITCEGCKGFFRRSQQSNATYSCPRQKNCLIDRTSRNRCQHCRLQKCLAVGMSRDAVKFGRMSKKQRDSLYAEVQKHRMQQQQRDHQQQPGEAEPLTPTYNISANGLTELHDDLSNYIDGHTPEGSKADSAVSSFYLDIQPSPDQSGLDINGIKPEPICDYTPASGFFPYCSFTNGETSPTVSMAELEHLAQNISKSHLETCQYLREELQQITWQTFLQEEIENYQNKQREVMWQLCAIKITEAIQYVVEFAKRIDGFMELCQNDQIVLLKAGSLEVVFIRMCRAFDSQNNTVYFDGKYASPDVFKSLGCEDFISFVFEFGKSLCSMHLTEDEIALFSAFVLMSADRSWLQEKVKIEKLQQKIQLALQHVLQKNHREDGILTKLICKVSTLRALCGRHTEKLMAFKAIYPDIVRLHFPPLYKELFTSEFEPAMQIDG
5HT1E ag – activates the human 5-HT1E serotonin receptor; P28566; CHO 5-HT1E Ga15 NFAT-bla reporter, FRET; 0% DMSO wells, 100% control agonist wells; activation, % at 6 µM; 65,000 tested, 0.69% active; AID 574;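 active means activation above a set limit, the screen-wide mean activation plus 3 SD, cut at about 8.5% in these data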;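 further: 100% = positive control agonist at 1 µM giving full maximal response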
NADH enzymes – inhibition of NAD/NADH coupling enzymes, library profiling | IC50, µM (titrated, usually from 10 µM), without a hit: top-dose inhibition | 65,000 tested, 0.02% active | coupled PK/LDH NADH assays, four targets;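 active means single-dose screening hits from any of four coupled enzyme assays that gave an IC50 when retested across doses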;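 further: the DPM-DC format reads NADH fluorescence rather than 340 nm absorbance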
The depositor's hits bear a star; nt = no result given; [ ] = dose if it differs, or a comment.

SMILES	5-HT1A blocker	HTR1E antagonist	MMP13 inh	SF-1 act	Ecoli tolC	HTR1A agonist	RORA act	5HT1E ag	NADH enzymes
CC(=O)C1=C(C)NC(SCC(=O)c2ccccc2)=C(C#N)C1c1ccco1 (centres undefined)	1	18	5	28	26	-3.9	28	0.3	4%
CC1(C)Cc2nc3sc4c(=O)n(CC(=O)NCc5ccco5)cnc4c3cc2CO1	1	4	3	62*	8	0.6	40	0.6	4%
CCCCCC1CC(CC(=O)O)C(=O)O1 (centres undefined)	-4	-3	-4	14	-12	-3.0	-20	-0.4	3%
Cc1ccnc(NC(=O)CCC2COc3ccccc3O2)c1 (centres undefined)	10	-1	3	10	16	-2.0	8	-0.9	0%
CCC1(CC)Cc2ccccc2-c2nc(CN3CCOCC3)[nH]c(=O)c21	10	15	-10	1	21	1.7	6	-1.2	2%
CC(C)Nc1nc(N(c2ccccc2)c2ccccc2)nc(-n2ccnc2)n1	4	9	2	-14	10	0.0	-3	0.0	1%
O=C(C1CCN(S(=O)(=O)c2cccc3cccnc23)CC1)N1CCCC1	5	-2	-5	-11	-7	7.7	22	0.2	3%
O=c1cc(CO)oc(C(Nc2ccccn2)c2ccsc2)c1O (centres undefined)	9	3	-4	20	-20	-2.7	14	-0.8	4%
Cn1cccc1C1(C(F)(F)F)NCCNC1=O (centres undefined)	-4	-6	1	-11	-22	-3.2	15	-1.0	4%
CC1(C)CC2CC(C)(CN2CC(=O)C(C#N)c2ccccc2)C1 (centres undefined)	-2	-2	-11	3	5	-4.1	-11	-0.2	4%
Cc1nnc(SCCn2c(N3CCN(C)CC3)nc3c2c(=O)[nH]c(=O)n3C)s1	2	2	-6	-2	-16	-3.1	-18	0.2	5%
Cc1ccc(Cl)cc1N1CCN(C(=O)CCS(=O)(=O)c2cccc3nonc23)CC1	-5	5	4	-14	61*	-1.9	-22	0.4	3%
Cc1ccc(C)c(CSc2nnc(-c3cccnc3)o2)c1	10	-1	4	-17	33	-1.1	-5	0.6	4%
O=C(CNC(=O)Cn1ccc2ccccc2c1=O)NCCCN1CCCCCC1	-2	1	-1	19	4	-0.3	-10	-1.2	3%
Cc1ccc(CN2CC34C=CC(O3)C(C(=O)NCc3ccc5c(c3)OCO5)C4C2=O)cc1 (centres undefined)	-7	1	-3	-2	16	-1.1	9	-1.1	3%
O=C(CCC1(C(=O)O)CCC(=O)NC1)NCc1ccccc1 (centres undefined)	-9	-11	-4	20	-20	-3.8	-32	-0.4	8%
O=c1cc(-c2ccccc2)[nH]n1-c1nc2ccccc2s1	6	5	2	36	-4	-4.3	31	-1.1	6%
c1ccc(C(Cc2nc(-c3ccccn3)no2)c2ccccc2)cc1	-16	-15	-1	14	16	1.4	20	0.3	4%
O=C(COC(=O)CCOc1ccccc1)NCc1ccco1	11	3	0	1	-11	-5.0	-12	0.7	8%
O=C(c1ccccc1-c1nc(-c2ccc(F)cc2)no1)N1CCCC1	26	20	0	-4	17	-0.5	-4	-0.8	5%
CCOC(=O)c1c(CN2CCN(C)CC2)n(C)c2cc(Br)c(OC)cc12	nt	0	1	16	-12	1.0	24	-1.1	2%
COc1cc(OC)cc(C(=O)NCC(=O)OC2CCOC2=O)c1 (centres undefined)	1	2	-1	2	-8	-0.1	-18	-0.1	5%
O=C(NCCCn1ccnc1)c1noc2c1CCc1ccccc1-2	-16	5	3	6	6	-0.4	0	-0.2	9%
CCOC(=O)CSc1nnc(CSc2nc(N)c3c(C)c(C)sc3n2)n1-c1ccccc1	6	6	6	-6	24	1.3	-10	-0.5	0%
CCOC(=O)N(C)OC(=O)Nc1ccc(Cl)c(Cl)c1	4	-2	2	3	2	-2.9	-1	-0.2	6%
CCN(CC)S(=O)(=O)c1ccc2oc(C(=O)NCC3COc4ccccc4O3)c(C)c2c1 (centres undefined)	13	-8	5	-6	38	6.4	6	0.7	2%
O=C(O)c1cc(-c2ccco2)nc2ccccc12	6	-5	-22	9	0	-1.0	3	-1.8	8%[fluoresces]
O=C(NCC12CC3CC(CC(C3)C1)C2)c1nn2c(c1Cl)NC(c1ccco1)CC2C(F)(F)F (centres undefined)	7	1	4	-8	32	2.2	31	0.9	2%
CC1C2C(c3ccccc3)N(C)C(=O)N(C)C2N(C)C(=O)N1C (centres undefined)	-8	0	-27	2	-27	-4.7	-4	1.0	8%
Cc1onc(-c2ccccc2)c1C(=O)n1nnc2ccccc21	-3	-1	8	-10	-6	1.7	-19	-0.2	2%
COc1c(Br)cc2c(C)c(C(=O)N3CCOCC3)oc2c1Br	-39	-1	-4	-13	0	2.0	-8	1.7	1%
CC1CCN(S(=O)(=O)c2ccc3c(c2)c(=O)c(C(=O)NC2CCCC2)cn3C)CC1	-17	0	-4	-6	7	0.6	-23	-0.9	5%
N#CCCN(C(=O)CSc1ccc2c(c1)OCCO2)c1ccccc1	-9	-7	-1	16	0	-2.4	6	-0.7	7%
O=C(O)CCn1c(=O)[nH]c2ccccc2c1=O	2	-4	2	-4	-19	-1.0	-11	1.9	0%
Cc1cc(C(=O)CSc2nnnn2-c2ccccc2)c(C)n1CC1CCCO1 (centres undefined)	-5	-6	4	68*	-5	0.5	45	0.7	7%
CCC(CC)C(=O)Nc1cccc(C(=O)N2CCCCCC2)c1	18	-3	-1	5	-2	-6.0	0	-0.3	2%

Some values from the results shown.
Ecoli tolC, `CC1CCN(S(=O)(=O)c2ccc3c(c2)c(=O)c(C(=O)NC2CCCC2)cn3C)CC1` stands at 7
RORA act, `O=C(NCC12CC3CC(CC(C3)C1)C2)c1nn2c(c1Cl)NC(c1ccco1)CC2C(F)(F)F` (centres undefined) stands at 31

Following part:
SMILES	5-HT1A blocker	HTR1E antagonist	MMP13 inh	SF-1 act	Ecoli tolC	HTR1A agonist	RORA act	5HT1E ag	NADH enzymes
C=CCn1c(SCC(=O)Nc2cc(C)ccc2C)nnc1-c1cnccn1	-10	2	5	-12	1	-3.6	4	1.4	2%
CCn1nnc(-c2ccccc2NC(=O)c2cccc(-n3cnnn3)c2)n1	-17	3	-12	-3	12	-0.5	-9	0.8	3%
Cc1nn(-c2nc3ccccc3s2)c(N)c1-c1ccc(Cl)cc1	-4	-6	4	20	15	1.9	26	-0.6	4%
Cc1c(CCC#N)c(N2CCCCC2)n2c(nc3ccccc32)c1C#N	nt	5	2	4	0	-1.3	-10	-0.5	3%
O=C(CCC1CCCC1)N1CCN(C(=O)c2ccco2)CC1	8	1	-2	-6	1	-0.1	9	-1.6	6%
Cc1cc(N2C(=O)C(O)=C(C(=O)c3ccco3)C2c2cccnc2)no1 (centres undefined)	-7	-4	2	2	6	-1.2	-17	1.2	4%
O=C(Nc1cccc(-c2nnc(-c3ccccc3)o2)c1)c1ccco1	0	6	4	45	-21	-2.5	32	-0.4	10%
CCN(CC)CCNC(=O)CCc1nn(C)c(=O)c2ccccc12	7	1	2	26	-17	1.5	-1	-0.1	6%
Cc1cc(C)n2nc3ccccc3c2n1	8	10	0	1	0	-0.2	-9	-0.3	4%
CC1CCc2[nH]nc(C(=O)O)c2C1 (centres undefined)	12	1	6	14	2	-3.3	-8	-1.1	4%
CCOC(=O)c1cccc(NC(=O)CCS(=O)(=O)c2cccc3nsnc23)c1	-16	4	-1	-10	20	-0.7	3	-0.4	5%
CCCCn1c(=O)n(C)c(=O)c2c3c(sc21)COC(C)(C)C3	nt	-2	-8	2	8	0.1	-13	-0.1	6%
COc1cc(S(=O)(=O)NCc2ccccc2)ccc1F	-2	3	2	0	11	2.2	-1	1.2	0%
CCOC(=O)C(NC(C)=O)C(OC(C)=O)c1cccc(N(CCO)CCO)c1 (centres undefined)	-6	-10	0	10	-22	-1.9	3	-0.1	3%
CC[C@H]1OC(=O)C[C@@H](O)[C@H](C)[C@@H](O[C@@H]2O[C@H](C)C[C@H](N(C)C)[C@H]2O)[C@@H](CC=O)C[C@@H](C)C(=O)C=C[C@]2(C)O[C@H]2[C@@H]1C	nt	8	7	-9	3	-1.6	2	-0.8	1%
CCOC(=O)c1cccc(NS(=O)(=O)c2cnc[nH]2)c1	-2	-10	-3	17	-12	-2.7	-7	0.0	9%
O=C(COC(=O)C1COc2ccccc2O1)Nc1ccc2c(c1)CCC2 (centres undefined)	-18	2	3	-6	4	0.5	2	0.0	9%
Cc1noc(C)c1S(=O)(=O)N1CCCC(C(=O)NCC2CCCO2)C1 (centres undefined)	-9	-5	-4	-10	0	-0.7	-4	-1.2	5%
COc1ccc(OC)c(NC(=O)CSc2nc3ccccc3c(=O)n2CCNC(C)=O)c1	1	11	4	11	-16	1.8	-18	0.3	3%
COC(=O)c1sc(NC(=O)c2cc3c(s2)CCCC3)nc1C	8	-7	-7	18	14	-1.2	43	0.3	4%
CCN(CC(=O)Nc1ccccc1OC)C(=O)C1CC2C=CC1C2 (centres undefined)	11	4	-3	-11	6	-0.4	5	0.6	3%
CCOC(=O)CSc1nc(C)cc(=O)[nH]1	3	-3	1	-23	-12	-1.9	-10	1.4	7%
Cc1c(F)cccc1NS(=O)(=O)c1ccccc1C#N	-7	7	4	-10	5	-1.9	-10	-0.1	6%

Sorted by formula weight (ascending): 13 of the compounds above.
SMILES	5-HT1A blocker	HTR1E antagonist	MMP13 inh	SF-1 act	Ecoli tolC	HTR1A agonist	RORA act	5HT1E ag	NADH enzymes
CCCCCC1CC(CC(=O)O)C(=O)O1 (centres undefined)	-4	-3	-4	14	-12	-3.0	-20	-0.4	3%
CCOC(=O)CSc1nc(C)cc(=O)[nH]1	3	-3	1	-23	-12	-1.9	-10	1.4	7%
Cn1cccc1C1(C(F)(F)F)NCCNC1=O (centres undefined)	-4	-6	1	-11	-22	-3.2	15	-1.0	4%
O=c1cc(-c2ccccc2)[nH]n1-c1nc2ccccc2s1	6	5	2	36	-4	-4.3	31	-1.1	6%
O=C(COC(=O)CCOc1ccccc1)NCc1ccco1	11	3	0	1	-11	-5.0	-12	0.7	8%
CCOC(=O)N(C)OC(=O)Nc1ccc(Cl)c(Cl)c1	4	-2	2	3	2	-2.9	-1	-0.2	6%
CC1(C)CC2CC(C)(CN2CC(=O)C(C#N)c2ccccc2)C1 (centres undefined)	-2	-2	-11	3	5	-4.1	-11	-0.2	4%
CCCCn1c(=O)n(C)c(=O)c2c3c(sc21)COC(C)(C)C3	nt	-2	-8	2	8	0.1	-13	-0.1	6%
C=CCn1c(SCC(=O)Nc2cc(C)ccc2C)nnc1-c1cnccn1	-10	2	5	-12	1	-3.6	4	1.4	2%
O=C(CNC(=O)Cn1ccc2ccccc2c1=O)NCCCN1CCCCCC1	-2	1	-1	19	4	-0.3	-10	-1.2	3%
COc1ccc(OC)c(NC(=O)CSc2nc3ccccc3c(=O)n2CCNC(C)=O)c1	1	11	4	11	-16	1.8	-18	0.3	3%
O=C(NCC12CC3CC(CC(C3)C1)C2)c1nn2c(c1Cl)NC(c1ccco1)CC2C(F)(F)F (centres undefined)	7	1	4	-8	32	2.2	31	0.9	2%
CCOC(=O)CSc1nnc(CSc2nc(N)c3c(C)c(C)sc3n2)n1-c1ccccc1	6	6	6	-6	24	1.3	-10	-0.5	0%

Bioassay records as filed in PubChem.
